Assay outcomes: PubChem BioAssay, several laboratories
SR-BI uptake up – activators of SR-BI mediated HDL lipid uptake; AID 504775; CHO ldlA[mSR-BI] cells, DiI-HDL uptake fluorescence, 3 h; 100 = double the neutral-control signal; 0.096% of 320,000 active; activation, % at 12.5 µM;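 active = mean replicate activation of at least 60% and every replicate at or above 60%; inconclusive = mean or all-replicate condition met, but not both; inactive = mean below 60% and not all replicates reaching 60%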;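 note: 0% = median plate neutral-control signal and 100% = twice that signal; values of inactives mirror those of a sister screen read the other way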
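Material: SR-BI-overexpressing, LDLR-lacking CHO cells | Dosing: Single compound concentration, delivered by pin transfer | Probe or stimulus: Labelled HDL, 10 µg/mL | Signal: Bottom-read cell fluorescence after medium removal, ex 550/em 595 nm | Schedule: 3 h, 37 °C | Evaluation: HDL uptake via cellular fluorescence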
PKA-R2B act – activates the human PKA-R2B holoenzyme complex | PKA-R2B holoenzyme dissociation, Cy5-IP20 fluorescence polarization; R2B truncated from residue 108, S112A mutant; 0% DMSO only, 100% 113 µM cGMP | activation, % at 11.4 µM | 0.079% of 340,000 active | AID 504700;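 active = activation above a cutoff set at the mean over all compounds plus 3 SD, cut at about 18% in these data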;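 note: higher means more holoenzyme dissociation and a rise in polarization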
Target sequence (P31323 whole entry, looked up, other chains not shown, the tested form may be a part): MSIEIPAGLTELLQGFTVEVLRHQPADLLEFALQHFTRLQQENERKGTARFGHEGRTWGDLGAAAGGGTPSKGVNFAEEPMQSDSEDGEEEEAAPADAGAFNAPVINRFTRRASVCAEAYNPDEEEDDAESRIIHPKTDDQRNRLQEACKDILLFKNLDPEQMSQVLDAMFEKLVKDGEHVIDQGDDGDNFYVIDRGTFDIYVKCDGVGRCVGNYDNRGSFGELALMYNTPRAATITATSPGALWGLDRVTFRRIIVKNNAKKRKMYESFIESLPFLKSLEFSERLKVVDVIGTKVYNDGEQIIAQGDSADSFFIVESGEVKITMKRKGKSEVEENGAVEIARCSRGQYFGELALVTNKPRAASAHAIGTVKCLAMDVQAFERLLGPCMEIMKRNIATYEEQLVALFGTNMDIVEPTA
Arr AP2 block – blocks beta-arrestin peptide binding to AP2 adaptin. inhibition, % at 10 µM. FITC-arrestin peptide / GST-AP2 beads, flow cytometry; AP2 beta2 appendage carries R879A mutation. 0.31% of 340,000 active;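 active = inhibition above a set limit, near 3 SD of compounds lacking own fluorescence, cut at about 54% in these data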;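 note: plate controls were DMSO wells for no effect and 5 µM unlabelled arrestin peptide for full effect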
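System: GST-tagged AP2 beta2-adaptin appendage (R879A) on 4 µm glutathione beads / Reagent: FITC-arrestin peptide, 50 nM / Detection: HyperCyt-sampled flow cytometry, FL1 channel, ex 488/em 535 nm / Timing: 12 min plus 1 h, RT / Buffer or medium: PBS plus Tween 20 (0.05%) and BSA (0.1%)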
SR-BI DiI inh – mouse SR-BI HDL lipid transfer inhibition. inhibition, % at 12.5 µM. ldlA[mSR-BI] CHO cells, DiI-HDL uptake fluorescence, 3 h. 0.96% of 320,000 active;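 active = mean replicate inhibition of at least 70% and a set share of replicates each scoring 70 or more; inconclusive = meets just one of the two criteria; inactive = fails both criteria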;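 note: 0% = median of neutral control wells and 100% = median of positive control wells; values of inactives mirror those of a sister screen read the other way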
NSD2 HMT inh – blocks human histone methyltransferase NSD2; 0.54% of 310,000 active; NSD2 peptide methylation, AlphaScreen, 120 min; inhibition, % at 12.5 µM; O96028; in the data active = inhibition above about 50%
DSG3 Ab inh – blocks pemphigus antibody binding to human desmoglein-3; P32926; DSG3-coupled beads, scFv-anti-DSG3-GFP binding, flow cytometry; hits give low values; binding (percent of control), % at 10 µM; 0.48% of 310,000 active;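 active = binding more than 3 SD below its plate's average and above zero; inconclusive = below that plate limit but binding exactly zero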;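 note: hits lower antibody fragment binding to DSG3; some compounds called inactive have numbers as strong as hits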
dFosB activator – enhances mouse delta FosB homodimer DNA binding | 0.99% of 340,000 active | purified delta FosB, TAMRA-CDK5 oligo fluorescence polarization; percent of positive-control signal above neutral wells | activation, % at 25 µM | P13346 | AID 493131;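 active = mean activation above about 17%, with every replicate also reaching it, limit read from the data, passing the limit was not always enough; inconclusive = only one of the two conditions met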;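 note: fluorescence polarization rise as delta FosB binds a TAMRA Cdk5 AP-1 oligo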
Mot1-301 SUMO – inhibitors of SUMOylation pathway: yeast Mot1-301 growth rescue. S. cerevisiae Mot1-301 growth rescue, ATP luminescence, 38.5C; percent above DMSO median, 100 means doubled. growth rescue, % at 18.8 µM. 1% of 320,000 active;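 active = every valid replicate shows activation above 250% relative to neutral control wells; inactive = the rest, any valid replicate at or below 250%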;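 note: OY570 slx delta 5 strain wells were the positive control but not used for scaling; some compounds called inactive have numbers as strong as hits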
MITF act – activators of MITF-driven TRPM1 promoter activity in SK-MEL-5 cells; SK-MEL-5 TRPM1-promoter luciferase, 24 h; % of positive control, neutral wells = 0; activation, % at 12.5 µM; 0.75% of 300,000 active; AID 588334;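 active = mean activation of at least 80% with every replicate also reaching 80%; inconclusive = mean reaches 80% but some replicate falls short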;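 note: 0% = neutral control wells and 100% = parthenolide positive control wells; values of inactives mirror those of a sister screen read the other way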
PKA-R1A activ – activators of PKA-R1A complex. PKA-R1A dissociation, Cy5-IP20 fluorescence polarization; scaled: DMSO 0%, 113 µM cGMP 100%. activation, % at 11.4 µM. 0.083% of 340,000 active. AID 504707;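 active = percent activation above the mean of all tested compounds plus 3 SD, cut at about 19% in these data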;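 note: higher means more PKAc released from R1A so a rise in polarization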
CDK5 inh – blocks human CDK5/p35 kinase activity. 0.01% of 330,000 active. inhibition, % at 10 µM. Recombinant CDK5/p35, ADP-Glo luminescence, 60 min. Q00535+Q15078;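 active = highest replicate inhibition of at least 50% and at least 75% of replicates reaching 50%; inconclusive = only one of the two criteria met; inactive = both criteria failed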;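 note: plate controls were DMSO neutral control for no effect and GW8510 at 10 µM for full effect; many of its hits are not listed in these tables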
Target sequence (Q00535 whole entry, looked up): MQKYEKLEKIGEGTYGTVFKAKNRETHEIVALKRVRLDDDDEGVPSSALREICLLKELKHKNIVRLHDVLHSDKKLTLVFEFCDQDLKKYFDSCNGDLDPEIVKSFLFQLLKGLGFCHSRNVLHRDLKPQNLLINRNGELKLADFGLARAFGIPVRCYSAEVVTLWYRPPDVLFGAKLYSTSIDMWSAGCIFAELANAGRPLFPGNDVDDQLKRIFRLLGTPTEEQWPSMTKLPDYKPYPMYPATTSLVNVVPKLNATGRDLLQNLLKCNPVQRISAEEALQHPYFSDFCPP
Target sequence (Q15078 whole entry, looked up): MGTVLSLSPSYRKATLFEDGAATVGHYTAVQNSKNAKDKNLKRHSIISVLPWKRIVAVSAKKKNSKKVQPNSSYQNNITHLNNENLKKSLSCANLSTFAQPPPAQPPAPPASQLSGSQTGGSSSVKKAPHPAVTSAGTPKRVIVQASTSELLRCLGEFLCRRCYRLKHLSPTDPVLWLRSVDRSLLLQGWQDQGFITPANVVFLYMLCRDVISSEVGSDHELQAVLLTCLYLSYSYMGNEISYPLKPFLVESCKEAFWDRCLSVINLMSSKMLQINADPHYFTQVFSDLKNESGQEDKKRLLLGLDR
Active calls of the source: *.

O=C(COC(=O)CCCc1nc2ccccc2s1)NC(=O)NCc1ccco1 was read as SR-BI uptake up 12, PKA-R2B act 0, Arr AP2 block 22, SR-BI DiI inh -12, NSD2 HMT inh 3, DSG3 Ab inh 106, dFosB activator -13, Mot1-301 SUMO -5, MITF act -1, PKA-R1A activ 4 and CDK5 inh -1.8.
O=Cc1ccnc(-c2ccc(OC(=O)c3ccco3)cc2)n1 was read as SR-BI uptake up 18, PKA-R2B act -6, Arr AP2 block 19, SR-BI DiI inh -18, NSD2 HMT inh -2, DSG3 Ab inh 96, dFosB activator -2, Mot1-301 SUMO 23, MITF act 0, PKA-R1A activ -2 and CDK5 inh 0.6.
O=S(=O)(NCCSCc1c(Cl)cccc1Cl)c1ccc2c(c1)OCCO2 was read as SR-BI uptake up -2, PKA-R2B act -4, Arr AP2 block -2, SR-BI DiI inh 2, NSD2 HMT inh 0, DSG3 Ab inh 97, dFosB activator -13, Mot1-301 SUMO -19, PKA-R1A activ 13 and CDK5 inh 0.6.
Screening CN(CCc1ccccn1)C(=O)CCC1CCCN(C(=O)c2ccc3c(c2)OCCO3)C1 (stereo not drawn) returned SR-BI uptake up 10, PKA-R2B act 2, Arr AP2 block 12, SR-BI DiI inh -10, NSD2 HMT inh -7, DSG3 Ab inh 107, dFosB activator -5, MITF act 0, PKA-R1A activ -10 and CDK5 inh -0.1.
`Cc1ccc(NC(=O)c2ccco2)nc1` gave SR-BI uptake up 8, PKA-R2B act 2, Arr AP2 block -3, SR-BI DiI inh -8, NSD2 HMT inh -1, DSG3 Ab inh 109, dFosB activator -2, MITF act 73, PKA-R1A activ -2 and CDK5 inh -3.9.
CCC(=O)C1CCCN(C(=O)CCc2nnc(-c3ccc4c(c3)OCO4)o2)C1 (stereo not drawn) was read as SR-BI uptake up 50, PKA-R2B act 1, Arr AP2 block 17, SR-BI DiI inh -50, NSD2 HMT inh 0, DSG3 Ab inh 99, dFosB activator -1, Mot1-301 SUMO 10, MITF act 21, PKA-R1A activ -10 and CDK5 inh -0.3.
For CC1(C(=O)O)Oc2cccnc2NC1=O (stereo not drawn) the results were SR-BI uptake up 19, PKA-R2B act -4, Arr AP2 block -5, SR-BI DiI inh -19, NSD2 HMT inh -1, DSG3 Ab inh 103, dFosB activator 1, Mot1-301 SUMO 8, MITF act 2, PKA-R1A activ -8 and CDK5 inh 0.1.
Screening COc1cc(C2=NOC(C(=O)NCc3cccs3)C2)cc(OC)c1OC (stereo not drawn) returned SR-BI uptake up 8, PKA-R2B act -1, Arr AP2 block -2, SR-BI DiI inh -8, NSD2 HMT inh 1, DSG3 Ab inh 92, dFosB activator 5, Mot1-301 SUMO -13, MITF act -27, PKA-R1A activ 1 and CDK5 inh 0.1.
`CN1CCN(CC(O)COc2ccc(C(=O)O)cc2)CC1` (stereo not drawn) gave SR-BI uptake up 15, PKA-R2B act -11, Arr AP2 block -11, SR-BI DiI inh -15, NSD2 HMT inh 1, DSG3 Ab inh 116, dFosB activator 4, Mot1-301 SUMO -13, MITF act -7, PKA-R1A activ -6 and CDK5 inh -0.1.
N/C(=N\OC(=O)C12CC3CC(CC(C3)C1)C2)c1ccccc1 was read as SR-BI uptake up 10, PKA-R2B act 1, Arr AP2 block -7, SR-BI DiI inh -10, NSD2 HMT inh 5, DSG3 Ab inh 94, dFosB activator -2, Mot1-301 SUMO -9, MITF act 21, PKA-R1A activ 0 and CDK5 inh 0.0.
Cc1ccc(S(=O)(=O)N2CCC[C@H]2C(=O)NC2CCCCC2)cc1 was read as SR-BI uptake up -49, PKA-R2B act 3, Arr AP2 block 5, SR-BI DiI inh 49, NSD2 HMT inh 10, DSG3 Ab inh 97, dFosB activator -5, MITF act -3, PKA-R1A activ -4 and CDK5 inh -2.7.
Screening Cc1cccc(NC(=S)N(CCN(C)C)Cc2cc3cc(C)ccc3[nH]c2=O)c1 returned SR-BI uptake up 8, PKA-R2B act -8, Arr AP2 block -3, SR-BI DiI inh -8, NSD2 HMT inh 9, DSG3 Ab inh 105, dFosB activator -11, Mot1-301 SUMO -4, MITF act -1, PKA-R1A activ -14 and CDK5 inh 0.4.
C/C=C(\C)c1nnc(NC(=O)c2ccco2)s1 was read as SR-BI uptake up -14, PKA-R2B act -4, Arr AP2 block -7, SR-BI DiI inh 14, NSD2 HMT inh 5, DSG3 Ab inh 104, dFosB activator inconclusive, Mot1-301 SUMO 14, MITF act 60, PKA-R1A activ 12 and CDK5 inh -1.0.
CN(Cc1cccs1)C(=O)Cc1c[nH]c2ccccc12 was read as SR-BI uptake up 10, PKA-R2B act 7, Arr AP2 block 5, SR-BI DiI inh -10, NSD2 HMT inh 2, dFosB activator 1, Mot1-301 SUMO 0, MITF act 21, PKA-R1A activ -2 and CDK5 inh 1.2.
Screening CC(=O)[C@@H]1[C@@H](C)N(Cc2ccccc2)C(=O)N[C@H]1c1cccc(C(F)(F)F)c1 returned SR-BI uptake up 20, PKA-R2B act -4, Arr AP2 block 1, SR-BI DiI inh -20, DSG3 Ab inh 105, dFosB activator -1, Mot1-301 SUMO -3, MITF act -4, PKA-R1A activ 1 and CDK5 inh -0.5.
O=C(COc1coc(CN2CCN(c3ccccc3F)CC2)cc1=O)NC1CCCC1 was read as SR-BI uptake up -8, PKA-R2B act -5, Arr AP2 block -9, SR-BI DiI inh 8, NSD2 HMT inh 0, DSG3 Ab inh 96, dFosB activator -3, Mot1-301 SUMO -20, MITF act -4, PKA-R1A activ -4 and CDK5 inh 0.1.
Screening C/C(N)=C(/C#N)C(=O)COC(=O)[C@@H](NC(=O)c1ccccc1Cl)C(C)C returned SR-BI uptake up 10, PKA-R2B act 4, Arr AP2 block -11, SR-BI DiI inh -10, NSD2 HMT inh -1, DSG3 Ab inh 98, dFosB activator -4, Mot1-301 SUMO 370, MITF act 11, PKA-R1A activ 13 and CDK5 inh -1.6.
For CCCn1c(SCC(=O)c2cc(C)n(C3CC3)c2C)n[nH]c1=O the results were SR-BI uptake up -17, PKA-R2B act 6, Arr AP2 block -5, SR-BI DiI inh 17, NSD2 HMT inh 4, DSG3 Ab inh 100, dFosB activator -1, Mot1-301 SUMO 36, MITF act 33, PKA-R1A activ 2 and CDK5 inh -1.4.
`CN(CC(=O)Nc1ccc2c(c1)CCC2)CC(=O)Nc1ccccc1Br` gave SR-BI uptake up 1, PKA-R2B act 0, Arr AP2 block -8, SR-BI DiI inh -1, NSD2 HMT inh 0, DSG3 Ab inh 100, dFosB activator -14, Mot1-301 SUMO -18, MITF act -6, PKA-R1A activ -2 and CDK5 inh -0.4.
CCN(CC)CCCNC(=O)c1cn(CC)c2cc(N3CCN(C(=O)c4ccco4)CC3)c(F)cc2c1=O was read as SR-BI uptake up -4, PKA-R2B act -3, Arr AP2 block -9, SR-BI DiI inh 4, NSD2 HMT inh 0, dFosB activator -5, Mot1-301 SUMO 2, MITF act 1, PKA-R1A activ -2 and CDK5 inh 0.3.
Screening Cc1nc(-c2ccc(S(=O)(=O)N3CCCN(CCc4ccccc4)CC3)s2)cs1 returned SR-BI uptake up 3, Arr AP2 block -1, SR-BI DiI inh -3, NSD2 HMT inh 2, DSG3 Ab inh 94, dFosB activator -8, Mot1-301 SUMO 15 and CDK5 inh -0.1.
Screening CN(C(=O)OC(C)(C)C)[C@H](Cc1ccccc1)C(=O)N[C@H]1CCCCNC1=O returned SR-BI uptake up -7, PKA-R2B act 2, Arr AP2 block 0, SR-BI DiI inh 7, DSG3 Ab inh 106, dFosB activator -3, MITF act 4, PKA-R1A activ 0 and CDK5 inh -0.8.
For O=C(/C=C/c1nc2ccccc2s1)N1CCCCCC1 the results were SR-BI uptake up -6, PKA-R2B act 1, Arr AP2 block 6, SR-BI DiI inh 6, NSD2 HMT inh -3, DSG3 Ab inh 102, dFosB activator -1, Mot1-301 SUMO 13, MITF act 100*, PKA-R1A activ 6 and CDK5 inh 1.3.
CN(C)S(=O)(=O)c1cccc(NC(=O)CSc2nc3c(cc2C#N)C(=O)CC(C)(C)C3)c1 was read as SR-BI uptake up -45, PKA-R2B act 3, Arr AP2 block 12, SR-BI DiI inh 45, NSD2 HMT inh 2, DSG3 Ab inh 100, dFosB activator -11, Mot1-301 SUMO -31, MITF act -67, PKA-R1A activ 5 and CDK5 inh 1.3.

2 records drawn at random from the list so far:
CN(Cc1cccs1)C(=O)Cc1c[nH]c2ccccc12 was read as SR-BI uptake up 10, PKA-R2B act 7, Arr AP2 block 5, SR-BI DiI inh -10, NSD2 HMT inh 2, dFosB activator 1, Mot1-301 SUMO 0, MITF act 21, PKA-R1A activ -2 and CDK5 inh 1.2.
For CCCn1c(SCC(=O)c2cc(C)n(C3CC3)c2C)n[nH]c1=O the results were SR-BI uptake up -17, PKA-R2B act 6, Arr AP2 block -5, SR-BI DiI inh 17, NSD2 HMT inh 4, DSG3 Ab inh 100, dFosB activator -1, Mot1-301 SUMO 36, MITF act 33, PKA-R1A activ 2 and CDK5 inh -1.4.

The list goes on:
For O=C(Nc1cccnc1Cl)c1ccc2c(Cl)c3c(nc2c1)CCC3 the results were SR-BI uptake up 5, PKA-R2B act 8, Arr AP2 block 26, SR-BI DiI inh -5, NSD2 HMT inh 4, DSG3 Ab inh 84, dFosB activator -28, MITF act 44, PKA-R1A activ -10 and CDK5 inh -0.1.
CCCCC(=O)Oc1ccccc1C1SCc2cc(C)c(C)cc2CS1 was read as SR-BI uptake up 32, PKA-R2B act -6, Arr AP2 block 6, SR-BI DiI inh -32, NSD2 HMT inh 1, DSG3 Ab inh 97, dFosB activator -10, Mot1-301 SUMO 80, MITF act 11, PKA-R1A activ 2 and CDK5 inh 0.4.
C=CC[N+]1(CC=C)CCOCC1 was read as SR-BI uptake up 14, PKA-R2B act -5, Arr AP2 block -5, SR-BI DiI inh -14, NSD2 HMT inh -2, DSG3 Ab inh 103, dFosB activator 4, Mot1-301 SUMO 37, MITF act -6, PKA-R1A activ 12 and CDK5 inh -4.0.
`Cc1ccc(C(=O)Nc2nc3ccc(S(C)(=O)=O)cc3s2)s1` gave SR-BI uptake up -24, PKA-R2B act -3, Arr AP2 block 4, SR-BI DiI inh 24, NSD2 HMT inh 0, DSG3 Ab inh 108, dFosB activator -9, Mot1-301 SUMO 2, MITF act 30, PKA-R1A activ -3 and CDK5 inh -1.2.
